# TDP1 inh: qHTS Assay for Inhibitors of Tyrosyl-DNA Phosphodiesterase (TDP1); 0.28% of 350,000 active; Potency, µM (series often up to 130 µM), for inactives: at the top dose activity change, negative = inhibition, actives largely listed as inhibitors; recombinant TDP1, AlphaScreen DNA substrate cleavage; Tyrosyl-DNA phosphodiesterase 1 (Homo sapiens), Q9NUW8; further: nearly all actives have a fitted effect of over 40% in size
# Target sequence (Q9NUW8 whole entry, looked up): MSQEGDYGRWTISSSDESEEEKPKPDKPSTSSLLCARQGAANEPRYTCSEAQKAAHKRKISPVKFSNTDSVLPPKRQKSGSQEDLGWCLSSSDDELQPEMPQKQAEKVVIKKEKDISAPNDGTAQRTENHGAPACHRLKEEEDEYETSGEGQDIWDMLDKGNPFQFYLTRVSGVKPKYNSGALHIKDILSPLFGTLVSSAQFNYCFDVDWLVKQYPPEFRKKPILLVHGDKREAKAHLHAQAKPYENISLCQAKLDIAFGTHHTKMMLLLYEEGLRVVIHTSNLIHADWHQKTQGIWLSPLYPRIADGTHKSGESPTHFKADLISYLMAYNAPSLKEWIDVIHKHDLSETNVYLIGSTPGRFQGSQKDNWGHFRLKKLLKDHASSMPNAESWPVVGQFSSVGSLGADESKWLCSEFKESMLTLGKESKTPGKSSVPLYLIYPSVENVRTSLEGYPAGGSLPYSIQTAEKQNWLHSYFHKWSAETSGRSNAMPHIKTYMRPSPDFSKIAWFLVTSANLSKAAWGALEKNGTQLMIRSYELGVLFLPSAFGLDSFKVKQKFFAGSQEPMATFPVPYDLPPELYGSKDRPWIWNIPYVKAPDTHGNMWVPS
#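 Signal: AlphaScreen proximity between streptavidin donor and anti-FITC acceptor beads on intact substrate. Reaction: Tdp1 1 nM, substrate 15 nM final, 5 min RT after 15 min compound preincubation.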
# DT40 TDP1 CPT: qHTS for Inhibitors of human tyrosyl-DNA phosphodiesterase 1 (TDP1): qHTS in cells in presence of CPT. chicken DT40 Tdp1-/-;hTDP1 cells + 20 nM CPT, ATP luminescence, 48 h. 12% of 420,000 active. Potency, µM (titrated, usually from 46.2 µM), for the others: at the highest dose activity change, negative = growth inhibition, usual class: inhibitors; further: nearly all actives have a fitted effect of over 55% in size
#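 Cell growth measured by CellTiter-Glo luminescence after a minimum 48 h, 37 C compound exposure with 20 nM CPT in Tdp1-knockout DT40 cells stably expressing hTDP1, seeded 400/well; qHTS titration format.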
# DT40 TDP1 no CPT: qHTS for Inhibitors of human tyrosyl-DNA phosphodiesterase 1 (TDP1): qHTS in cells in absence of CPT; AID 686978, 2013; DT40 Tdp1-/- hTDP1 cells, no CPT, ATP luminescence, 48 h; 15% of 420,000 active; Potency, µM (series often up to 46.2 µM), inactives show at the top dose activity change, negative = growth inhibition, actives largely listed as inhibitors; further: nearly all actives have a fitted effect of over 55% in size
#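 Growth of hTDP1-complemented DT40 Tdp1-knockout cells is measured by ATP luminescence after at least 48 hr compound exposure at 37 °C, with DMSO substituting for the 20 nM CPT used in the parallel screen.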
# * = called active by the depositor; ? = inconclusive; . = no result given; & = joins results of further samples; [ ] = dose if it differs, or a comment. The call rests on the fitted dose curve; in most records, active means well fitted curve in the direction sought with a large enough effect; inconclusive means small, poorly fitted or top-dose-only effect, or another doubt; inactive means no such curve, though single readings can be large; an effect the other way counts as inactive or inconclusive. On the % scale 0 is the no-effect control and ±100 the full control effect; potency means the concentration at half of the fitted maximal effect. Random draw from the library; about 18% have a hit in one of these screens.
SMILES	TDP1 inh	DT40 TDP1 CPT	DT40 TDP1 no CPT
Nc1nc(-c2ccc(Cl)cc2)nn1C(=O)c1ccco1	3%	-13%	-10%
O=C(NC1CC(=O)N(c2cccc(F)c2)C1)C(c1ccccc1)c1ccccc1 (stereo not given)	-5%	?	?
O=C(NCc1ccncc1)/C(=C\c1ccc(F)cc1)NC(=O)c1ccccc1	-3%	13%	1%
O=C(NCCNCc1ccc(F)cc1)c1ccco1	0%	-23%	-6%
Cc1nn(C)c(C)c1CN(C(=O)C1CCC(=O)N(C2CCCCCC2)C1)C(C)C (stereo not given)	1%	4%	12%
C[C@H](CO)N1C[C@H](C)[C@@H](CN(C)S(=O)(=O)c2ccc(F)cc2)OCc2cnnn2CCCC1=O	.	-11%	-20%
CCCCNC(=O)COc1ccccc1C(=O)c1cc(C#N)c(=O)n(CCOC)c1	-3%	8%	-8%
CCCCN1C(=O)c2[nH]nc(-c3ccccc3O)c2C1c1ccc(C(C)(C)C)cc1 (stereo not given)	7%	21µM*	13µM*
C[C@H](CO)N1C[C@H](C)[C@@H](CN(C)Cc2cccnc2)Oc2cc(-c3cccnc3)ccc2S1(=O)=O	.	-20%	-28%
CCCn1c(C(O)c2ccc(OC)c(OC)c2)nc2ccccc21 (stereo not given)	.	?	?
CC(C)n1c(C(F)(F)F)nc2cc(C(=O)N3CCC(O)CC3)ccc21	.	16%	0%
CC(=O)c1cc(C)ccc1OC(=O)c1cccnc1	3%	-12%	-1%
COC(=O)/C(C#N)=C/c1occc1C	-1%	-4%	0%
COCCn1c(=S)[nH]c2cc(C(=O)N3CCN(Cc4ccc5c(c4)OCO5)CC3)ccc2c1=O	9%	?	18µM*
CN(C)C(=S)Nc1ccc(Br)c(Cl)c1	1%	0%	-20%
COCCCNc1nc2c(-c3cccc(Br)c3)nnn2c2ccccc12	-9%	?	?
O=C(O)COc1ccccc1/C=C1\C(=O)Nc2ccc(Br)cc21	.	12%	5%
N=c1ccn(Cc2ccc(F)cc2)cc1	6%	?	10µM*
Cc1cc(C)cc(NC(=O)C(OC(=O)c2sccc2C)c2ccccc2)c1 (stereo not given)	-3%	-21%	?
Cc1ccc2cc3c(N)c(C(=O)N4CCOCC4)sc3nc2c1	5%	-9%	?
COc1cccc2c1cc1c(=O)n(CC(=O)NCCCN3CCN(C)CC3)nc(C)n12	4%&-4%	25%&0%	4%&-15%
O=C(Nc1ccccc1)N1CCCC2(CCN(C(=O)c3cc(C(F)(F)F)cc(C(F)(F)F)c3)CC2)C1	.	?	?
CCc1nc2c(OCC(=O)C(C)(C)C)cccn2c1N(C=O)Cc1ccc(OC)cc1	.	-15%	?
CCn1c(O)c(C=NC2CCCC(C)C2C)sc1=S (stereo not given)	11%	1%	?
O=c1[nH][nH]c2c1[C@H](c1ccc(F)cc1)O[C@H](CCc1ccccc1)C2	.	-5%	-28%
O=C(O)CCC(=O)Nc1ccccc1C(=O)NCCc1ccccc1	6%	-6%	-12%
Cn1cccc1CNC1CCCC1	4%	-19%	-7%
CCc1ccccc1N1CC(c2nc3ccccc3n2Cc2cccc(C)c2)CC1=O (stereo not given)	10%	10µM*	13µM*
c1cncc(-c2nc(NCCCN3CCOCC3)c3c4c(sc3n2)CCC4)c1	8%	?	23µM*
N=C1/C(=C/c2ccco2)C(=O)N=C2SC(CC(=O)N3CCCC3)=NN12	20µM*	-18%	24%
C=CCC[C@@H](Cc1ccc(F)cc1)C(=O)OC[C@H]1CCCN1C(=O)[C@@H](CC=C)CC(=O)N[C@H](CO)Cc1ccccc1	0%	?	?
O=C1C=C(N2CCOCC2)CO1	.	7%	7%
CC1(C(=O)O)CCC(C(=O)NC2CCCCC2)C1(C)C (stereo not given)	-2%	3%	-1%
Cc1ccc(C)c2sc(NC(=O)C3CC3)nc12	.	-6%	-19%
CC(C)c1ccc(CC(=O)N2CCC2(C)C(=O)Nc2ccc3c(c2)OCCO3)cc1 (stereo not given)	.	-9%	?
CCCOc1ccc(-c2c(C(=O)N/N=C(\C)COc3ccccc3)nnn2-c2nonc2N)cc1	1%	-28%	9%
Cc1ccc(C(=O)CC2(O)C(=O)N(CCc3ccccc3)c3ccc(Br)cc32)o1 (stereo not given)	11%	?	16µM*
CC[C@H](C)[C@H]1CNC(=O)C(=O)N1CC1CCN(CCc2ccccc2)CC1	.	2%	3%
COc1cc(C(=O)Nc2nnc(CC(=O)NCc3ccccc3)s2)cc(OC)c1OC	2%	5%	-15%
C#CCOCCOCCOCCNc1nc(N2CCN(C(=O)[C@H]([C@@H](C)CC)n3cc([C@@H](N)CC(C)C)nn3)CC2)nc(N2CCN(C(=O)[C@H]([C@@H](C)CC)n3cc([C@@H](N)CC(C)C)nn3)CC2)n1	4%	15µM*	?
O=S(=O)(c1cnccc1N1CCN(/N=C/c2ccc(Cl)cc2)CC1)N1CCCCC1	7%	?	?
Nc1cc(N)nc(SCC(=O)Nc2cc(S(=O)(=O)N3CCOCC3)ccc2Cl)n1	1%	?	-13%
CCN1CCN(CCCOc2ccc(-c3ccccc3)cc2)CC1	4%	?	?
O=C(COC(=O)CNC(=O)c1sc2ccccc2c1Cl)NC1CCS(=O)(=O)C1 (stereo not given)	.	-5%	-18%
CCC1CCC/C1=N\NC(=O)c1ccc(Cl)cc1 (stereo not given)	.	10%	-10%
Cc1nn2c(Nc3ccccc3)c3c(nc2c1-c1ccccc1)CCC3	3%	?	?
COC(=O)CCN1CCN(S(=O)(=O)c2ccccc2Br)CC1	-8%	-12%	-14%
COc1cc(Cl)c(C)cc1NC(=O)CN1c2ccccc2S(=O)(=O)c2ccccc21	4%	?	?
O=C(/C=C/c1cccc(F)c1)NNC(=O)c1ccncc1	.	4%	-1%
Cc1nc(SCC(=O)Nc2cc(C)on2)c2c(C)c(C)sc2n1	-2%	-2%	-15%
CN(C)S(=O)(=O)c1ccc(C(=O)NCCSc2c(-c3ccc(Br)cc3)[nH]c3ccccc23)cc1	0%	4.1µM*	2.3µM*
CC(C)(C)C(=O)Nc1ccc(S(=O)(=O)NC2=NCCCCC2)cc1	4%	?	-27%
CC(=O)Nc1ccc(NC(=O)CNC(=O)c2sc3ccccc3c2Cl)cc1	1%[0.505 µM]	16%	2%
Cc1ccc(N2CC(C)Cn3c2nc2c3c(=O)n(Cc3cccc(Cl)c3)c(=O)n2C)cc1 (stereo not given)	-3%	-2%	-33%
O=C(Nc1ccc(S(=O)(=O)NC2=NCCCCC2)cc1)c1ccc(=O)[nH]c1	6%	0%	10%
CC1CCCC(NC(=O)c2nn(C)c3c2CS(=O)(=O)c2ccccc2-3)C1C (stereo not given)	3%	?	9.2µM*

# Further compounds follow:
SMILES	TDP1 inh	DT40 TDP1 CPT	DT40 TDP1 no CPT
COc1ccc(Cl)cc1S(=O)(=O)n1c([N+](=O)[O-])cnc1C	.	-4%	-12%
Cc1cccc(C)c1-n1nnnc1C(c1ccnc2ccccc12)N(Cc1ccccc1)Cc1ccccc1 (stereo not given)	.	?	?
COc1cc2c(cc1OC)CN(CCOc1ccc(Br)cc1)CC2	.	?	?
FC(F)(F)c1cccc(NC(=S)Nc2cccc(Cl)c2)c1	0%	?	?
Cc1ccccc1OCC(=O)NCC(c1ccco1)N1CCCCC1 (stereo not given)	1%	?	?
O=C(O)c1ccc(NC2(C(=O)O)CCCC2)cc1	.	-6%	1%
O=C(CNC(=O)c1ccccc1)N/N=C/c1ccccc1Cl	0%	1%	14%
COc1cc(=O)[nH]c(SC(C)C(=O)Nc2cccc3ccccc23)n1 (stereo not given)	10%	9%	1%
O=C(NCCc1ccccc1)c1cc2sccc2n1Cc1ccccc1	0%	?	?
O=S(=O)(Nc1ccccc1)c1ccc(-c2cnc(C3CC3)o2)cc1	3%	3.7µM*	2.3µM*
CC1=CCC(C(=O)O)(C(=O)N/N=C/c2cccs2)C(c2ccc(Cl)cc2)C1 (stereo not given)	-4%	-34%	1%
Cc1noc(C)c1S(=O)(=O)N(C)C[C@@H]1OCc2cnnn2CCCC(=O)N([C@@H](C)CO)C[C@H]1C	.	-15%	3%
CCOC(=O)CN1C(=O)N[C@@H](c2cccc(C(F)(F)F)c2)C(C(C)=O)=C1C	-1%[12.3 µM]	-5%	-8%
Cn1c(=O)c2[nH]c(C3CC=CCC3)nc2n(C)c1=O (stereo not given)	.	6%	-6%
CCCCCCn1cc(CN2CC(N3CCN(Cc4ccccc4F)CC3)CS2(=O)=O)nn1 (stereo not given)	.	-30%	?
CC1(C)Cc2c(C#N)c(N3CCN(C(=O)c4ccccc4)CC3)nc(-c3ccco3)c2CS1	2%	?	?
O=C(COc1ccccc1[N+](=O)[O-])NCC1(N2CCOCC2)CCCCC1	0%	?	21µM*
CCOc1ccccc1NC(=O)c1cc(S(=O)(=O)N2CCOCC2)cn1C	-4%	5%	-2%
COc1ccc(C(=O)CC(=O)C(=O)Nc2cc([N+](=O)[O-])ccc2OC)cc1	.	?	?
CCN1CCCC1CNC(=O)c1[nH]c2ccc(OC)cc2c1C (stereo not given)	.	5%	15%
CC(C)C[C@@H](CO)N1CCN(Cc2ccc(O)cc2)CCC1=O	.	-1%&-1%	0%&-6%
Cc1cccc(NC(=O)Nc2nnc(N(C)Cc3ccccc3)s2)c1	0%	15µM*	?
Cc1ccccc1CSCC(=O)NCc1ccco1	-6%	?	?
COc1cc(C(=O)OCCCN2CCOCC2)cc(OC)c1OC	.	-17%	11%
O=C(CN1C(=O)C(=O)N(C2CCCC2)C1=O)Nc1ccc(N2CCOCC2)cc1	-11%	-3%	-2%
COc1ccc(CCC(=O)N2CCc3ccccc32)cc1	0%	-12%	?
COc1ccc([N+](=O)[O-])cc1N(CC(=O)N1CCCC1)S(C)(=O)=O	5%	-2%	-6%
Cc1ccc(C)c(OCCCCN2CCCCC2)c1	5%	-21%	-13%
Cc1ccc(C)c(S(=O)(=O)Nc2nc3ccc(S(N)(=O)=O)cc3s2)c1	-5%	-1%	-11%
COc1ccccc1NS(=O)(=O)c1cccc(C(=O)N/N=C(\C)c2ccc3c(c2)OCCO3)c1	6%	-14%	?
Cc1ccc(SCC(=O)O/N=C(\N)c2cccnc2)cc1	0%	-11%	-18%
CC(C(=O)Nc1ccc(F)c(F)c1F)N1CCCCCC1 (stereo not given)	7%	-24%	?
O=C(N/N=C(\Cc1ncc[nH]1)c1ccccc1)c1ccncc1	8%	4.6µM*	4.6µM*
CN(C)c1ccc(Sc2nnc(NC(=O)Nc3ccc(Cl)cc3Cl)s2)cc1	0%	?	?
COc1ccc(-c2nc(CNS(=O)(=O)c3cc(OC)ccc3OC)cs2)cc1	2%	?	-27%
CCCN(CC(=O)Nc1ccccc1C)C(=O)CCN1C(=O)c2cccc([N+](=O)[O-])c2C1=O	0%	6%	-19%
Cc1sc2ncnc(N3CCC(C(=O)Nc4nc(-c5ccc(F)cc5)cs4)CC3)c2c1C	5%	?	16µM*
CC12c3ccccc3C(c3ccccc31)C1C(=O)N(c3cccnc3)C(=O)C12 (stereo not given)	2%	?	15µM*
COc1ccc(/C=C/C(=O)Nc2ccc(C(C)=O)cc2)cc1S(=O)(=O)N1CCOCC1	.	0%	-21%
